FUS suppressor: suppressors of FUS proteinopathy in yeast; S. cerevisiae FUS-expressing, growth rescue, OD600, 24 h; Potency, µM (highest dose often 76.6 µM), for inactives: top-dose growth rescue (activation), actives largely listed as activators; 0.24% of 390,000 active;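 also: potency is read from the fitted curve at half-maximal effect; plate controls were DMSO vehicle for no effect and reference control for full effect; nearly all actives have a fitted effect of over 55% in size; some results filed as inactive show a strong effect at the top dose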
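FUS-expressing yeast, raffinose-pregrown, induced in 2% galactose minimal medium at OD 0.005; compounds in a dilution series, 24hr at 30C. Growth restoration read as absorbance at 600 nm. CP55940 positive control, DMSO negative.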
aSyn rescue: inhibitors of alpha-synuclein toxicity in yeast. Yeast expressing alpha-synuclein, growth rescue, BacTiter-Glo, 24 h. Potency, µM (series often up to 46.1 µM), without a hit: at the top dose growth rescue (activation), usual class: activators. 0.14% of 370,000 active. AID 652106; also: potency is read from the fitted curve at half-maximal effect; % of control where 0% means no effect; nearly all actives have a fitted effect of over 65% in size
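Rescue of yeast growth: cells expressing toxic alpha-synuclein, induced in galactose at OD600 0.02, incubated with compound 24 h at 30 C. ATP luminescence quantified growth; inhibitors of toxicity appear as activators.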
Abeta yeast res: A-beta toxicity reversal in yeast; 0.063% of 410,000 active; Potency, µM (titrated, usually from 46.1 µM), without a hit: top-dose growth rescue, hits mostly activators; yeast expressing A-beta42, growth rescue, OD600, 48 h; response scale: 0% DMSO, 100% iron-clioquinol control; also: potency is read from the fitted curve at half-maximal effect; nearly all actives have a fitted effect of over 55% in size
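Yeast A-beta toxicity model in growth medium with pinned compounds, 48 h at 30 C; growth read as absorbance at 600 nm. Normalized to FeCl3/clioquinol equimolar mix (positive) and DMSO (negative).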
PTHR1 agonist: activates the human parathyroid hormone receptor PTHR1. Q03431. HEK293 GP2 PTHR1 cells, GloSensor cAMP luminescence, 1 h. Potency, µM (titrated, usually from 115 µM), inactives show at the top dose activation, actives largely listed as activators. 0.075% of 410,000 active; also: potency is read from the fitted curve at half-maximal effect; nearly all actives have a fitted effect of over 55% in size; some results filed as inactive show a strong effect at the top dose; inactives centre near -15; many of its hits are not listed in these tables
Target sequence (Q03431 whole entry, looked up): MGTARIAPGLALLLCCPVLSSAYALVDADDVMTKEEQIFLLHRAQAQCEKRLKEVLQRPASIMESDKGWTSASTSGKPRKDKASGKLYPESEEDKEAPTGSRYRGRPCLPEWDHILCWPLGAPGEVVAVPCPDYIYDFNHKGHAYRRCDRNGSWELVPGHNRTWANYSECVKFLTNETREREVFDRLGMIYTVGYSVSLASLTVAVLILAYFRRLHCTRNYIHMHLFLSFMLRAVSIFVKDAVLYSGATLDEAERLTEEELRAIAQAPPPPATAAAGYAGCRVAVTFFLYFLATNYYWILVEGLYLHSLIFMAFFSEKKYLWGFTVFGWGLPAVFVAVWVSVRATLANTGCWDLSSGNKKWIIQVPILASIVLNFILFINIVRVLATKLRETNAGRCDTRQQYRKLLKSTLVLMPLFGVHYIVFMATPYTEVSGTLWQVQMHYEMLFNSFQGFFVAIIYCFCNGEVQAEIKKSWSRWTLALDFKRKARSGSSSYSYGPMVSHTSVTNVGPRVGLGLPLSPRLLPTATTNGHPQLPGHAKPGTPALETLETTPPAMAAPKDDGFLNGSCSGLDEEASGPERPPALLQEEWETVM
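HEK-293-derived GP2 cells expressing PTHR1 and a GloSensor cAMP reporter, 3,000/well, plated overnight, given luciferin plus IBMX (each 0.5 mM as added) for 1 h at 37 °C, then compound for 1 h at 37 °C. Luminescence was read after 15 min at room temperature.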
GLP1R inv ag: inverse agonists of human GLP-1 receptor; P43220; Potency, µM (highest dose often 38.3 µM), for inactives: top-dose activity change, negative = inhibition, usual class: inhibitors; HEK293 GLP-1R CRE-luciferase, luminescence, 24 h; GLP-1R form is constitutively active; 1.6% of 410,000 active; also: potency is read from the fitted curve at half-maximal effect; % is scaled to controls: 0 for no effect and ±100 for the full control effect; nearly all actives have a fitted effect of over 55% in size
Target sequence (P43220 whole entry, looked up): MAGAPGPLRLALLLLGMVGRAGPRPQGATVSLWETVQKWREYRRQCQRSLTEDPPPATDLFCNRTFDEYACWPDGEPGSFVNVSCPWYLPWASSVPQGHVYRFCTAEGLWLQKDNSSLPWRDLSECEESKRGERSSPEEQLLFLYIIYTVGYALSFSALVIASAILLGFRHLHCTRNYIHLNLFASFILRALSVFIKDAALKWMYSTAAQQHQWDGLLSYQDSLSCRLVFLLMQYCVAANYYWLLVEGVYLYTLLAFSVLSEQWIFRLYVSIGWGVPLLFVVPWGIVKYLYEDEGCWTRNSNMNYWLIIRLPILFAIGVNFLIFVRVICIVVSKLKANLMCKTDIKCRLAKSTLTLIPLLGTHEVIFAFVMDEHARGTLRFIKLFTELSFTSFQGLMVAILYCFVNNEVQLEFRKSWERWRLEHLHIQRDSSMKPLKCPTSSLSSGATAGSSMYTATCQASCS
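Stable HEK293 clone (constitutively active GLP-1R + cAMP-response luciferase); 200 cells/uL plated, 12 h pre-culture, compound 24 hr, 37 deg C/5% CO2; detection reagent 12 min RT; luminescence.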
pAkt inh: inhibitors of Akt phosphorylation | 0.32% of 360,000 active | Neuro2A IGF-stimulated pAkt S473 HTRF, 20 min; active compounds read low | AID 651550 | activity change, % for hits at 50 µM; in the data active = activity change below about -80%; inconclusive = mostly about -51% to -80%; also: % is scaled to controls: 0 for no effect and ±100 for the full control effect
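Single-point screen (50 µM final compound) in Neuro2A cells stimulated 20 min with 6 nM IGF at 37 deg C. After lysis, Ser473-phosphorylated Akt read by HTRF (ex 330 nm, em 615/665 nm) as the 665/615 ratio.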
HEK293 tox: cytotoxic in the GLP-1 receptor inverse agonist counter-screen; HEK293 cAMP-luciferase reporter cells, luminescence, 24 h; Potency, µM (titrated, usually from 38.3 µM), without a hit: at the top dose activity change, negative = inhibition, hits mostly inhibitors; 0.13% of 410,000 active; AID 624418;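 also: loss of luciferase light is scored as toxicity; potency is read from the fitted curve at half-maximal effect; % is scaled to controls: 0 for no effect and ±100 for the full control effect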
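Compound-treated cells are incubated 24 hr at 37 deg C under 5% CO2 after a 12 hour attachment period, then luciferase detection reagent is added and luminescence is measured following 12 min at room temperature; lowered signal indicates toxicity.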
TDP43 rescue: rescues yeast growth from TDP-43 toxicity; 1.8% of 410,000 active; AID 652104; Potency, µM (series often up to 46.1 µM), inactives show at the top dose growth rescue (activation), most hits filed as activators; TDP-43 expressing yeast growth rescue, BacTiter-Glo, 24 h; also: potency is read from the fitted curve at half-maximal effect; % of control where 0% means no effect; nearly all actives have a fitted effect of over 50% in size
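Yeast expressing TDP-43 (pregrown in raffinose, seeded at OD600=0.02 in galactose medium) exposed to compounds 24 hr at 30 deg C. Growth read by BacTiter-Glo luminescence; rescue of toxicity appears as increased signal.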
Mm-Cpn inhibitor: blocks the Methanococcus maripaludis chaperonin Mm-Cpn. Potency, µM (titrated, usually from 76.9 µM), for inactives: at the highest dose activity, negative = inhibition, usual class: inhibitors. purified Mm-Cpn ATPase, ADP Transcreener TR-FRET. 0.031% of 330,000 active; also: potency is read from the fitted curve at half-maximal effect; % is scaled to controls: 0 for no effect and ±100 for the full control effect; nearly all actives have a fitted effect of over 80% in size
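Eu-cryptate anti-ADP/ADP-d2 competition gives a ratio inversely related to ADP. Enzyme at 25 nM was pre-exposed to compound for 10 min, then given 10 uM ATP for 30 min, 37°C throughout.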
An asterisk follows results filed as active; i = inactive; ? = inconclusive; . = not tested or not shown; [ ] = dose if it differs, or a comment. Unless noted, calls follow the shape of the dose curve; as a rule, active = well fitted curve in the direction sought with a large enough effect; inconclusive = small, poorly fitted or top-dose-only effect, or another doubt; inactive = no such curve, though single readings can be large; an effect the other way counts as inactive or inconclusive.

molecule	TDP43 rescue	Mm-Cpn inhibitor	GLP1R inv ag	HEK293 tox	PTHR1 agonist	pAkt inh	Abeta yeast res	FUS suppressor	aSyn rescue
CCOC(=O)CC(=O)CSc1nc2c(cc1C#N)CCC2	-1%	-2%	10%	9%	i	i	-9%	25%	0%
Cc1cccc(-n2c(O)cnc2Nc2nc(C)cc(C)n2)c1	3%	1%	-5%	-24%	-30%[inhibitor]	i	-11%	22%	0%
O=C(NCCCCc1ccccc1)c1cccc(NC(=O)C2CC2)c1	1%	.	-29%	0%	-17%	i	-7%	-21%	0%
C=C(C)c1cccc(C(C)(C)NC(=O)Nn2cnnc2)c1	-10%	-1%	11%	6%	-27%[57.5 µM]	i	9%	4%	3%
CCCCCc1c(-c2cccc(OC)c2)ncn1CCc1ccccc1OC	0%	.	?	-16%	-94%[inhibitor]	i	3%	17%	-21%
CC1CCC(C(=O)NNC(=O)c2cc(-c3ccco3)[nH]n2)CC1 (stereo unspecified)	0%	-2%	27%	-12%	-11%	i	2%	20%	6%
NC(=O)C1CCN(C(=O)CN(c2cccc(C(F)(F)F)c2)S(=O)(=O)c2ccccc2)CC1	-4%	-1%	-3%	24%	-4%[57.5 µM]	i	3%	16%	-1%
COc1cccc(N=C2SC(CC(=O)Nc3ccccc3)C(=O)N2Cc2ccccn2)c1 (stereo unspecified)	-9%	0%	?	-4%	-4%	i	0%	18%	2%
Cc1cc(NC(=O)C(C)SCC(=O)OCc2ccc(Cl)cc2Cl)no1 (stereo unspecified)	29%	-1%	2%	3%	-3%	i	-3%	27%	8%
COc1cccc(C(=O)/C=C/Nc2ccc(S(=O)(=O)Nc3ccc(C(C)=O)cc3)cc2)c1	-2%	?	-11%	0%	i	i	20%	31%	16%
CC[C@]1(C(=O)OC)[C@H]2C(=O)N(Cc3ccccc3)C(=O)[C@H]2[C@H]2CN(C)C(=NCc3ccccc3)N21	5%	-23%	11%	1%	i	i	-11%	-19%	2%
NC(=O)C1CCN(C(=O)c2ccc(Cl)c(S(=O)(=O)N3CCc4ccccc43)c2)CC1	8%	.	-26%	-6%	-51%[inhibitor]	i	2%	-13%	0%
O=C(Cc1ccccc1)NCC(=O)N/N=C/c1cccnc1	12%	0%	9%	-5%	-12%	i	2%	-24%	-1%
COc1cccc(OC)c1C(=O)OCCCOC(=O)c1c(OC)cccc1OC	7%	-3%	?	19%	i	i	-2%	.	-15%
COc1ccc(NC(=O)CCSCCC(=O)Nc2ccc(OC)cc2OC)c(OC)c1	1%	1%	0%	-1%	-35%	i	5%	.	12%
Cn1c(C(=O)N2CCN(Cc3ccccc3)CC2)cc2c(=O)n(C)c3ccccc3c21	-4%	-30%	0%	-21%	-27%	i	13%	-1%	2%
CCOc1ccccc1C(=O)NCCC(=O)O	1%	1%	0%	-14%	i	i	4%	16%	-5%
C/C(=N\NC(=O)CCCNc1cccc(C)c1)c1ccncc1	10%	-3%	0%	5%	-56%[inhibitor]	i	-8%	-17%	4%
NS(=O)(=O)c1ccc(CCNC(=O)C2CCC(Cn3c(=S)[nH]c4ccccc4c3=O)CC2)cc1 (stereo unspecified)	-7%[0.397 µM]	-4%	41%[activator]	3%	-5%	i	4%	18%	4%
Cn1c(CN2CCOCC2)nnc1SCc1cccc(F)c1	24%	3%	-1%	-3%	-21%	i	5%	-19%	0%
C#CCOc1ccccc1CNc1ccccc1	-4%	-1%	?	11%	i	i	-2%	-2%	16%
Cc1ccc(-c2nn(-c3cc(Cl)ccc3[N+](=O)[O-])c(=O)c3ccccc23)cc1	-23%	-5%	?	-5%	-20%[57.5 µM]	i	-2%	6%	3%
COc1ccc(C(=O)COC(=O)c2cccc(-n3cnnn3)c2)c(OC)c1	-18%	-3%	34%[activator]	-5%	-18%	i	-10%	43%	0%
CC(=O)Oc1cccc(/C=N\NC(=O)C(=O)N/N=C/c2cccc(OC(C)=O)c2)c1	12%	3%	12%	12%	-2%	i	10%	.	-3%
COCCn1c(C)cc(C(=O)COC(=O)c2ccc(Br)o2)c1C	18%	1%	-38%	-9%	-45%[inhibitor]	i	-9%	6%	-1%
CC(C)(C)CNC(=O)c1cc2c(Br)ccc(Br)c2nc1N	16%	.	?	-20%	?	i	-11%	-13%	-6%
Cc1cc(C(=O)Nc2ccc(Cl)cc2)c2c(C)nn(-c3ccccc3)c2n1	6%	.	-8%	-5%	-29%	.	-16%	-27%	.
COc1ccc(OC)c(CNC(=O)Nc2cn(CC(C)C)c(=O)c3ccccc23)c1	?	.	11%	3%	-1%	.	-8%	-12%	?
O=C(Nc1cccc(-c2cscn2)c1)C1CCN(Cc2ccsc2)CC1	-12%	-3%	?	?	?	i	-4%	-4%	1%
O=C(CN1CCc2ccccc21)NC(=O)NCc1ccco1	25%	-6%	-17%	-27%	i	i	-5%	39%	-10%

Record cards, from the list above:
C/C(=N\NC(=O)CCCNc1cccc(C)c1)c1ccncc1 is entered as TDP43 rescue = 10%; Mm-Cpn inhibitor = -3%; GLP1R inv ag = 0%; HEK293 tox = 5%; PTHR1 agonist = -56%[inhibitor]; pAkt inh = i; Abeta yeast res = -8%; FUS suppressor = -17%; aSyn rescue = 4%
COc1ccc(OC)c(CNC(=O)Nc2cn(CC(C)C)c(=O)c3ccccc23)c1 is entered as TDP43 rescue = ?; Mm-Cpn inhibitor = .; GLP1R inv ag = 11%; HEK293 tox = 3%; PTHR1 agonist = -1%; pAkt inh = .; Abeta yeast res = -8%; FUS suppressor = -12%; aSyn rescue = ?

(further entries)
molecule	TDP43 rescue	Mm-Cpn inhibitor	GLP1R inv ag	HEK293 tox	PTHR1 agonist	pAkt inh	Abeta yeast res	FUS suppressor	aSyn rescue
O=C1CNC(=O)c2c(nc3n2CCC3)N1	-12%	-2%	3%	6%	i	i	18%	-8%	-3%
O=C1CC(O)(C(F)F)Oc2ccc3ccccc3c21 (stereo unspecified)	0%	-4%	0%	27%	i	i	5%	.	-1%
O=C1NC[C@H](Cc2ccccc2)N(C[C@@H]2CCCN2C[C@H](Cc2ccc(O)cc2)N2C[C@H](Cc3ccccc3)N(CCc3ccccc3)C(=O)C2=O)C1=O	18%	.	16%	-5%	-15%	i	-6%	?	3%
CC(=O)c1ccc(N2CCN(S(=O)(=O)c3ccc4c(c3)CC(=O)N4)CC2)cc1	8%	-4%	12%	1%	-22%	i	-1%	?	?
O=C(NCc1ccc(F)cc1)C(c1ccccc1)c1ccccc1	24%	0%	?	-15%	-8%	i	3%	4%	-1%
CCOc1ccccc1N1CCN(C(=O)c2cccc(-c3ccc(O)cc3)c2)CC1	-77%[inhibitor]	-1%	?	-8%	-21%	i	-19%	?	-18%
Cc1noc(C)c1NC(=O)N(C)C[C@@H]1OCc2cnnn2CCCC(=O)N([C@@H](C)CO)C[C@H]1C	3%	.	4%	1%	-27%	i	1%	-32%	-3%
Cc1cccc(C)c1NC(=O)C(NC=O)c1ccccc1Cl (stereo unspecified)	1%	-1%	4%	2%	i	i	11%	-5%	0%
Cc1cc(C)cc(OCCCn2c(CCNC(=O)C3CCCCC3)nc3ccccc32)c1	-4%	.	-3%	0%	-41%[inhibitor]	.	-10%	13%	3%
CCOC(=O)c1[nH]c2ccccc2c1NC(=O)C(CC)CC	2%	0%	-22%	3%	-25%	i	0%	-10%	-9%
O=C(Cc1nnc(NC(=O)Nc2ccccc2)s1)Nc1ccccc1	9%	1%	-11%	7%	i	i	-1%	-21%	-2%
COc1cc(/C=C(/NC(=O)c2ccccc2)C(=O)N2CCOCC2)c([N+](=O)[O-])cc1OC	15%	-2%	1%	7%	-19%	i	0%	.	-2%
Cc1ccc(-c2cc([C@H]3[C@@H]4C=CCC[C@@]4(C)C(=O)N3Cc3ccccc3)ccc2F)cc1	0%	0%	?	2%	i	i	-1%	28%	1%
Cc1ccc2nc(NC(=O)C3CCN(C(=O)c4ccc(F)cc4)CC3)sc2c1	17%	-3%	?	2%	-28%	i	?	16%	0%
CN(C)c1ccc(C(=S)N2CCOCC2)cc1Br	2%	1%	3%	-8%	0%[57.5 µM]	i	12%	-10%	-7%
CCCc1nc2c3ccccc3ccn2c1Cc1ccccc1C(F)(F)F	-68%[inhibitor]	.	?	3%	-18%	i	-73%[inhibitor]	15%	-33%[inhibitor]
O=C(CCCCCNc1nc(=S)[nH]c2ccccc12)NCCc1c[nH]c2ccccc12	0%	-2%	?	-10%	-4%	i	6%	.	-8%
CC1CCCC/C1=N\NC(=S)NCCc1ccccc1 (stereo unspecified)	?	-2%	-24%	-9%	-6%	i	?	5%	11%
COc1ccc(NC(=O)C2CCCN(c3c4c(nc5ncnn35)CCC4)C2)cc1 (stereo unspecified)	-7%	0%	3%	?	i	i	0%	14%	7%
CCOC(=O)C1CCN(c2ccc(C(N)=O)cc2[N+](=O)[O-])CC1	18%	0%	5%	-6%	-4%	i	23%	-15%	6%
C/C(CC(=O)Nc1cc(C)ccn1)=N\NC(=O)c1cccc(C)c1O	-42%[inhibitor]	0%	?	-25%	-17%	i	-90%[inhibitor]	-4%	-9%
CC(C)CC(c1nnnn1CC1CCCO1)N1CCN(c2cccc(Cl)c2)CC1 (stereo unspecified)	1%	-1%	-24%	-11%	-13%[57.5 µM]	i	-13%	-2%	2%

An excerpt (hit frequency here may not be typical).
